Screening results (PubChem)
Pf Dd2 growth = Plasmodium falciparum Dd2 growth inhibition; P. falciparum Dd2 growth, SYBR Green, 72 h; Potency, µM (doses to about 28.9 µM), inactives show top-dose activity, negative = inhibition, hits mostly inhibitors; 120,000 tested, 4.3% active; AID 1347417; active = well fitted inhibition curve with a large enough effect; inconclusive = small, poorly fitted or top-dose-only effect; inactive = no such curve, though single readings can be large or run the other way;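 also: plate controls were DMSO vehicle for no effect and reference drug for full effect; nearly all actives have a fitted effect of over 65% in size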
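Readout: SYBR Green fluorescence, 485 nm excitation, 535 nm emission, after ~16 h lysis at 37C. Before that, Dd2-infected red cells (2.5% hematocrit) grew 72 h with compound, 29 uM top final concentration.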
Numbers without * were called inactive; i = inactive; ? = inconclusive; [ ] = dose if it differs, or a comment. Potency is read from the fitted curve at half-maximal effect. These rows are one share of the data; count on the stated rates, not on these rows.

SMILES	Pf Dd2 growth
CCC(=O)N1CCN(C2CCN(CCc3ccccc3)C2=O)CC1 (stereo unspecified)	i
Cc1nc(-c2c3n(c(=O)[nH]c2=O)CCCC3)no1	10%
CCOc1ccc(NC(=O)CN(c2ccc(Cl)cc2C)S(=O)(=O)c2ccccc2)cc1	-7%
O=C1NCCCCCN(Cc2cccc(F)c2)[C@@H]2C[C@@H](C(=O)N3CCc4ccccc4C3)C[C@H]12	?
COc1ccc(-n2c(=O)c3c(n2Cc2ccccc2)CN(CCCc2ccccc2)CC3)cc1	?
Cc1ccc(-n2ncc(C(=O)NCCN3CCc4ccccc4C3)c2C2CCN(C(=O)OC(C)(C)C)CC2)c(C)c1	?
Cc1ccc2c(c1)N1C(=O)OC[C@@H]1CCN(C(=O)CCC(=O)O)C2	19%[44.1 µM]
Cc1ccc(-c2noc([C@@H]3CCCN3C(=O)c3ccc(C(C)(C)C)cc3)n2)cc1	54%
CN1C(=O)CC(C(=O)O)C12CCN(Cc1cscn1)CC2 (stereo unspecified)	2%
Cc1csc(NC(=O)[C@@H]2C[C@@H](c3cccc(C(F)(F)F)c3)N(Cc3cnn(C)c3)C2)n1	-17%
COC[C@@H]1CN(C(=O)c2ccc(C)cn2)C[C@H]1c1nc(C2CC2)no1	?
COc1ccc(CNC(=O)Cn2ccc3cc(S(=O)(=O)N4CCCC4)ccc32)c(OC)c1	i
Cc1cccc(NC(=O)Cn2c(-c3ccc(Cl)cc3)nc(C)c(CCO)c2=O)c1C	?
Cc1ccc(Cn2c(C(=O)Nc3cccc(Cl)c3)cc3sccc32)cc1	-24%
Cc1ccc(-c2nc(C(=O)NCc3ccco3)no2)cc1	i
CC1CCCN(CCCNC(=O)Cn2ncc3c([nH]c4ccccc43)c2=O)C1 (stereo unspecified)	?
O=C(Nc1ccc([C@@H](O)[C@H]2COCC(=O)N2Cc2ccc(F)cc2)cc1)c1cccnc1	-29%
COc1ccc(-c2nc(CCNC(=O)c3ccccc3)cs2)cc1OC	-4%
COc1ccc(-c2cnc3n[nH]c(-c4ccc(OC)c(F)c4)c3n2)cn1	i
CCc1ccc2oc(C(=O)NCC(c3ccc(OC)cc3)N3CCCCC3)c(C)c2c1 (stereo unspecified)	10µM*
O=C(NCc1ccc(F)cc1)c1cc(Br)cn2ccnc12	-2%
CC(CCc1ccccc1)NC(=O)Cn1ncc2c3ccccc3n(Cc3ccc(F)cc3)c2c1=O (stereo unspecified)	9%
COCCN1C(=O)c2ccccc2C(C(=O)NCc2ccc(Cl)cc2)C12CCCC2 (stereo unspecified)	?
O=C(Cc1ccccc1)Nc1ccc([C@@H](O)[C@H]2COCC(=O)N2)cc1	7%[44.1 µM]
CNC(=O)C1CCC(Cn2c(=O)c3sccc3n(Cc3cc(C)ccc3C)c2=O)CC1 (stereo unspecified)	359%[activator][5.79 µM]

Next section; the last three above are carried over.
SMILES	Pf Dd2 growth
COCCN1C(=O)c2ccccc2C(C(=O)NCc2ccc(Cl)cc2)C12CCCC2 (stereo unspecified)	?
O=C(Cc1ccccc1)Nc1ccc([C@@H](O)[C@H]2COCC(=O)N2)cc1	7%[44.1 µM]
CNC(=O)C1CCC(Cn2c(=O)c3sccc3n(Cc3cc(C)ccc3C)c2=O)CC1 (stereo unspecified)	359%[activator][5.79 µM]
C#CCNC(=O)c1cc(-c2ccccc2OC)c2cccn2n1	21%
COc1cncc(Nc2cnc3ccc(N(C)Cc4ccc(F)cc4)nn23)c1	i
O=C(CSc1nc2c([nH]c3ccccc32)c(=O)n1-c1ccccc1)c1ccccc1	i
COc1cccc(C(=O)N2CCCC(n3cc(-c4nc(C(C)C)no4)nn3)C2)c1 (stereo unspecified)	?
CCc1c(CN2CCN(c3cccc(C)c3)C(C)C2)csc1C (stereo unspecified)	0%
COc1cccc(C(=O)N2CCC(N3C[C@H](O)C[C@H]3C(=O)N3CCC(N4CCCCC4)CC3)CC2)c1	-23%
CCOc1ccc(CNC(=O)c2ccc3nc(C(C)C)oc3c2)cc1	i
Cc1ccc(CNC(=O)CCC2CCCN(S(=O)(=O)c3ccccc3C)C2)cc1 (stereo unspecified)	-11%
CN1Cc2cccn2CC1CNC(=O)Nc1cccc(F)c1 (stereo unspecified)	-20%
CS(=O)(=O)N(C1CC1)C1CCOC2(CCN(C(=O)c3ccccc3F)CC2)C1 (stereo unspecified)	-24%
O=C1N(Cc2ccccc2)CCOC12CCN(Cc1cccc(F)c1)CC2	-2%[44.1 µM]
COc1ccc(C(=O)Nc2cnc3ccccn3c2=O)cc1	1%
CNCc1ccncc1	106%[activator][44.1 µM]
CNC(=O)c1noc(CN2CCCC(CCc3ccccc3F)C2)n1 (stereo unspecified)	?
COC[C@H]1C[C@@H](NC2CCOCC2)[C@H](O)[C@@H]1O	-3%[44.1 µM]
CCCn1c2ccccc2c2cnn(CC(=O)NCCc3ccc(OC)cc3OC)c(=O)c21	-3%
COc1cccc(CC(=O)N2[C@@H]3CC[C@H]2CC(NC(=O)c2cnc(C)cn2)C3)c1 (stereo partly specified)	4%
CCOC(=O)c1nc(N2CCN(c3ccc(F)cc3)CC2)c2c(C)noc2n1	18%
CCCCSc1nnc2c(n1)OC(c1ccc(C)s1)Nc1ccccc1-2 (stereo unspecified)	22%
CCc1ccc(NC(=O)c2oc3c(c2C)-c2[nH]ncc2CC3)cc1	-7%
COc1ccc(C(=O)N2CCC(C(=O)Nc3ccc(OC)cc3OC)CC2)cc1	52%[activator]
O=C(c1ccccn1)N1CCCC2(COc3ccccc3[S+](=O)([O-])N2)C1 (stereo unspecified)	16%
Cc1ccc(N(CC(=O)NCCSc2ccccc2)S(=O)(=O)c2ccc(F)cc2)cc1	27%
CCNC(=O)C1N(C(C)C)C(=O)C12CCCCC2 (stereo unspecified)	-9%
Oc1ccccc1-c1nc(-c2cccs2)c(-c2cccs2)[nH]1	-11%
(more compounds)
SMILES	Pf Dd2 growth
O=C(Cc1cccc(F)c1)N1CCC2(CCC(=O)N(CC3CC3)CC2)CC1	-18%
CC(CNC(=O)C1CCN(C(=O)c2ncn3c2COC(c2ccc(F)cc2)C3)CC1)c1ccccc1 (stereo unspecified)	-12%
Cc1nn(C)cc1CN1C[C@@H](CO)[C@H](c2ccccn2)C1	?
COc1cccc(S(=O)(=O)N2CC(N(C3CCOCC3)S(C)(=O)=O)C2)c1	?
CCCCC(=O)Nc1ccc(C)cc1NC(=O)COc1cccnc1	-7%
COc1ccc(CNC(=O)Cn2ncc3c(=O)oc4ccccc4c32)c(OC)c1	-13%
COc1ccc(NC(=O)C(CC(C)C)NC(=O)C2CCCCC2)cc1 (stereo unspecified)	7%
O=C(NC1CC1)[C@H]1CN2CCC1C[C@@H]2Cn1cc(-c2ccccc2)nn1 (stereo partly specified)	-13%[44.1 µM]
CNC(=O)[C@@H]1CN(Cc2ccc(OC)c(OC)c2Cl)C[C@H]1CO	17%
COc1cc(C(=O)NC2CCCN(c3cc(-c4ccccc4)[nH]n3)C2)cc(OC)c1OC (stereo unspecified)	i
CCCC1c2nccn2CCCN1C(=O)Cc1c(C)noc1C (stereo unspecified)	19%
Cn1c(CN2CCN3C(=O)NC[C@H]3C2)nc2ccccc21	-18%[44.1 µM]
COCC1CN(C(C)=O)CC12CCN(Cc1cccc(Br)c1)CC2 (stereo unspecified)	?
O=C(C1CCCCC1)N1CCC2(CC1)NC(=O)N(c1cccc(F)c1)N2	-20%
Cc1nc(-c2ccc(F)cc2)cc([C@H]2CN3CC[C@H]2C[C@@H]3CNC(=O)C2CC2)n1	i
CCCOc1cc(C)c2c(c1C)C[C@H]([C@H](C)C(=O)NCCOC)CC2	-9%[44.1 µM]
COCC(=O)N[C@@H]1CN(C(=O)NCc2ccccc2)CC[C@@H]1c1nc(C)no1	i[5.79 µM]
O=C(Cc1ccc2c(c1)OCO2)N1CCc2c(n(CCOc3ccccc3)n(-c3ccccc3)c2=O)C1	?
O=C(CN1CC2CC(C1)[C@H]1CCCC(=O)N1C2)NCc1ccc(Cl)cc1 (stereo partly specified)	-16%
Cc1ccc(NC(=O)Cn2c(=O)n(-c3ccc(C)cc3)c(=O)c3ccc(C(=O)NCc4ccccc4Cl)cc32)cc1	?
COc1ccc(-c2noc(CCC(=O)NCc3ccc(OC)cc3OC)n2)cc1	0%
O=C(c1ccoc1)N1CCN(Cc2ccc(=O)n(CC3CC3)c2)CC1	4%
COc1cc(OC)cc(-c2cc3nc(C)c(CCC(=O)NCc4ccccc4)c(C)n3n2)c1	-12%
COc1ccc(-n2nnc(-c3nsc(NC(=O)c4cccc(C)c4)n3)c2C)cc1OC	3%
COCCNC(=O)C(NC(=O)c1ccc(OC)cc1)C1CCN(C(=O)c2ccco2)CC1 (stereo unspecified)	-7%
Additional compounds.
SMILES	Pf Dd2 growth
CN1CCN(c2cc(N3CCCC(CN4CCCCC4)C3)nc(N)n2)CC1 (stereo unspecified)	-23%
Cc1c(C2=CCN(S(=O)(=O)c3ccc(Br)cc3)CC2)c2ccccc2n1CC(=O)N1CCCC1	-17%
O=C(c1ccccc1Cl)N1CCC2(CC1)NC(=O)N(Cc1ccc(F)cc1)C2=O	?
COc1cc(C)ccc1OCCSc1nc2ccc(NC(=O)c3ccco3)cc2s1	4.5µM*
Cn1c(-n2cccc2)c(-c2c(-c3ccc(F)cc3)[nH]c3c2c(=O)n(C)c(=O)n3C)c(=O)n(C)c1=O	?
CCCn1cnnc1C(C)NC(=O)Cc1c(C)[nH]c2c(C)cc(C)cc12 (stereo unspecified)	-5%
CCNC(=O)N(C1CC1)C1CCOC2(CCN(C(=O)CCc3cccc(OC)c3)CC2)C1 (stereo unspecified)	i
CCCN1CC2(CCN(C(=O)c3ccc(C)nc3)CC2)CC1C(=O)O (stereo unspecified)	-23%
O=C(Cn1cncn1)N1CCN(Cc2ccccn2)[C@@H]2CS(=O)(=O)C[C@@H]21	2%
COc1ccc(S(=O)(=O)N[C@H](C)c2onc(-c3ccc(F)cc3)c2C(=O)O)cc1	-16%[44.1 µM]
O=C(C1CCC1)N1CCC(c2nc(-c3ccc4nc[nH]c4c3)no2)CC1	?
CCOc1ccc(NC(=O)CSc2nc3ccsc3c(=O)n2C(C)CC)cc1 (stereo unspecified)	-11%
CC1(C)[C@H](Cc2cc(CO)on2)C[C@@H]1NC(=O)c1ccco1	1%[44.1 µM]
O=C(c1cc(=O)[nH]c(=O)[nH]1)N1CCc2[nH]nc(-c3ccc(F)c(F)c3)c2C1	-9%
COc1ccc(C(=O)N2CCC(c3noc(-c4cnccn4)n3)C2)cc1OC (stereo unspecified)	i[5.79 µM]
COCc1nc2nc(-c3ccccc3)c(Nc3ccc(F)cc3)cc2n1C	?
CCOC(=O)c1c(NC(=O)c2cc(-c3ccccc3)on2)sc2c1CCCC2	35%[activator]
COc1ccccc1CNC(=O)CCn1c(=O)c2ccccc2n(CC(=O)Nc2ccc(C)cc2)c1=O	26%
Cc1c2cnn(CC(=O)N3CCCCC3)c(=O)c2c(C)n1Cc1ccc(Cl)cc1	-25%
Cc1cc(C)n2ncc(C(=O)NCc3cc4n(n3)CCN(C(=O)N(C)C)C4)c2n1	-14%
CC1CCCN(S(=O)(=O)c2ccc3c(c2)CCN3C(=O)CCC(=O)O)C1 (stereo unspecified)	?
O=C(Nc1cccc(Cl)c1Cl)c1cc2nc(-c3ccc4c(c3)OCO4)cc(C(F)(F)F)n2n1	0%
Cc1ccc(NC(=O)c2ccc3c(c2)N(C)C2CCCCCN2C3=O)cc1C (stereo unspecified)	?
O=C(NCc1cccs1)c1ccc(OC2CCN(Cc3ccccn3)CC2)cc1	?
CCc1ccc(NC(=O)N2CCc3c(nc4cc(-c5ccc(OC)cc5)[nH]n4c3=O)C2)cc1	i

Quoted at random: 3 records from the list.
SMILES	Pf Dd2 growth
COc1ccc(C(=O)N2CCC(c3noc(-c4cnccn4)n3)C2)cc1OC (stereo unspecified)	i[5.79 µM]
O=C(Nc1cccc(Cl)c1Cl)c1cc2nc(-c3ccc4c(c3)OCO4)cc(C(F)(F)F)n2n1	0%
CCc1ccc(NC(=O)N2CCc3c(nc4cc(-c5ccc(OC)cc5)[nH]n4c3=O)C2)cc1	i

Rewritten with each value named: part of the list above.
> CCOC(=O)c1c(NC(=O)c2cc(-c3ccccc3)on2)sc2c1CCCC2
  Pf Dd2 growth = 35%[activator]

> Cn1c(-n2cccc2)c(-c2c(-c3ccc(F)cc3)[nH]c3c2c(=O)n(C)c(=O)n3C)c(=O)n(C)c1=O
  Pf Dd2 growth = ?

> Cc1cc(C)n2ncc(C(=O)NCc3cc4n(n3)CCN(C(=O)N(C)C)C4)c2n1
  Pf Dd2 growth = -14%

Additional compounds:
SMILES	Pf Dd2 growth
CCn1c(C)c(C)c2cc(C(=O)NCC(C)c3ccccc3)ccc21 (stereo unspecified)	-14%
CCN(C(=O)CSc1nc2ccccc2n1CC(=O)Nc1ccccc1C)c1ccccc1	i
CCc1ccccc1NC(=O)Cn1ccn2nc3c(c2c1=O)CCCC3	3%
O=Cc1ccccc1Oc1ccc(F)c(Cl)c1	-6%[44.1 µM]
CN1CCC2(Cc3ccccc3CN(C(=O)c3ccccc3)C2)C1 (stereo unspecified)	?
c1cncc(-c2cc(-c3cccc4cc[nH]c34)cn3cncc23)c1	10µM*
COc1cccc(CNC(=O)c2ccc3c(Cl)c4c(nc3c2)CCCC4)c1	i
CCc1nc(C)c(C(=O)N2CCN3C(=O)CNC(=O)C3C2)s1 (stereo unspecified)	-3%
COc1ccc(-c2noc([C@@H]3CCCN3C(=O)c3ccc(C)nc3)n2)cc1	43%[activator]
CCc1cc(NCCc2nc(C)cs2)n2nccc2n1	i
CN1CC[C@H]2CN(C(=O)C3(Cn4ccnc4)CC3)C[C@@]2(C(=O)O)C1	-8%
CCc1nn2c(=O)c(S(=O)(=O)Nc3ccc(C(C)C)cc3)c(C)nc2s1	-16%
COc1ccc(Cl)cc1N(C)C(=O)Cn1cnc2sc(C)c(S(=O)(=O)N3CCN(c4ncccn4)CC3)c2c1=O	-14%
